# Screening data: PubChem BioAssay, several laboratories
# NFkB transloc inh: blocks IL-1B driven NFkB nuclear translocation in HUVEC cells | 94,000 compounds, 0.43% hits | HUVEC IL-1B NFkB p65 nuclear translocation imaging | inhibition, % at 2 µM;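 active means inhibition above about 30% together with a positive call from visual inspection of the well image, limit read from the data; inconclusive means inhibition above a set limit but visual check negative; inactive means inhibition not above a set limit, visual check negative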;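 further: nuclear over cytoplasmic p65 intensity ratio measured by imaging; 0% = IL-1B stimulated DMSO wells and 100% = unstimulated DMSO wells; values of inactives mirror those of a sister screen read the other way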
# MRP reversal: reverses drug resistance mediated by MRP; H69AR cells + 2 uM doxorubicin, CellTiter-Glo, 72 h; differential viability (reversal), % at 10 µM; 85,000 compounds, 0.04% hits; AID 602;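 active means viability drop by adding the cancer drug above about 55%, with treated viability meeting a 40% cutoff, limit read from the data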;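 further: viability without doxorubicin minus viability with 2 µM doxorubicin for each compound; larger differential means the compound sensitizes cells more to doxorubicin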
# PLAP inhibition: inhibition of human placental alkaline phosphatase – biochemical, luminescence, HTS (AID 690); 96,000 compounds, 0.08% hits; purified PLAP, luminescent substrate; higher % means a stronger effect; one-dose inhibition, % at 20 µM; IC50 in µM for titrated hits; in the data active means a potency from the dose series; inactive means the rest, 99 in 100 with inhibition below about 30%; further: strong numbers were not always called active
# Bcl-B TR3 displacers: displacers of TR3 peptide from Bcl-B, primary screen, selectivity assay for Bfl-1 inhibitor project, biochemical, fluorescence polarization; FP displacement of FITC-TR3 peptide from Bcl-B; higher % means a stronger effect; one-dose displacement, % at 20 µM; IC50 in µM for titrated hits; 96,000 compounds, 0.11% hits;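 active means displacement above 50% at 20 µM plus a fluorescence interference ratio under 1.5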;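 further: plate controls were wells without compound for no effect and wells lacking Bcl-B protein for full effect; a part of the inactive calls stands beside numbers as strong as those of hits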
# IL1B NFkB pot: enhances IL-1B driven NFkB nuclear translocation; HUVEC IL-1B NFkB p65 nuclear translocation imaging; activation, % at 2 µM; 94,000 compounds, 0.3% hits;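 active means activation above 40%, about the mean plus 3 SD, also judged a hit on visual image review; inconclusive means activation above 40% but not a hit on visual review; inactive means activation not above 40% and no visual hit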;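 further: percent activation is computed from the nuclear over cytoplasmic p65 intensity ratio; values of inactives mirror those of a sister screen read the other way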
# MRP reversal cytotoxicity: recorded beside MRP reversal, whose call it bears; viability, %; H69AR cells, CellTiter-Glo, 72 h; measured here: cytotoxicity without doxorubicin
# MRP reversal with doxorubicin: recorded beside MRP reversal, whose call it bears; viability, %; measured here: viability with 2 uM doxorubicin; stronger effect = lower value
# NFkB transloc inh cell count 2 µM: further read-out of NFkB transloc inh, marked with its call; cell count; measured here: cells passing quality filter;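 raw number of nuclei counted in each imaged well without normalization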
# IL1B NFkB pot cell count 2 µM: second read-out of IL1B NFkB pot, no call of its own (marks repeat the call); cell count; measured here: cells passing quality filter
# Active calls of the source: *; u = inconclusive; x = no result given. The list is partial, so the mix of outcomes need not match the whole.
canonical_smiles	NFkB transloc inh cell count 2 µM	Bcl-B TR3 displacers	MRP reversal with doxorubicin	NFkB transloc inh	MRP reversal cytotoxicity	PLAP inhibition	IL1B NFkB pot	IL1B NFkB pot cell count 2 µM	MRP reversal
CNC(=O)Nc1ccccc1C(=O)NCc1ccccc1	178	-1%	x	-18	x	10%	18	178	x
CCOC(=O)N1CCN(C2CC(=O)N(c3ccc(Oc4ccccc4)cc3)C2=O)CC1 (stereo not given)	85	4%	102	-7	97	-83%	7	85	-5
CCOc1ccc(N2C(=O)CC(N3CCN(C4CCc5ccccc5C4)CC3)C2=O)cc1 (stereo not given)	118	5%	90	-1	94	-65%	1	118	4
Cc1ccc(C(=O)C2CCN(CC(=O)Nc3nc(C)cs3)CC2)cc1	120	6%	x	9	x	-30%	-9	120	x
COc1ccc(Oc2coc3cc(OC(=O)N4CCOCC4)ccc3c2=O)cc1	159	-10%	103	20	95	-16%	-20	159	-8
COC(=O)c1ccccc1NC(=O)COC(=O)c1cccnc1	118	-5%	95	-31	99	24%	31	118	4
C=CCN(CC=C)CC(O)Cn1c2ccccc2c2ccccc21 (stereo not given)	183	0%	x	-7	x	-34%	7	183	x
Cc1ccc(-c2nn(CC(=O)N(C)C)c(=O)c3ccccc23)cc1S(=O)(=O)N(C)C	169	-16%	82	6	70	-78%	-6	169	-12
CC(C)Cc1ccc(C(C)C(=O)N2CCOCC2)cc1 (stereo not given)	142	-3%	81	5	95	-2%	-5	142	15
COc1ccc(S(=O)(=O)N2CC(C)N(S(=O)(=O)c3ccc(OC)cc3)CC2C)cc1 (stereo not given)	x	0%	98	x	96	14%	x	x	-2
CCO/C(C)=N/n1c2nc3ccccc3nc2c2c(=O)n(Cc3ccccc3Cl)c(C)nc21	113	-218%	72	-6	73	-60%	6	113	1
Cc1ccccc1N1C(=O)[C@@H]2Cc3ccccc3CN2C1=O	115	-8%	87	-33	89	6%	33	115	2
COc1ccccc1CC1(C)NC(=O)N(CC(=O)N2CC(C)OC(C)C2)C1=O (stereo not given)	103	2%	101	-3	104	-36%	3	103	3
CN(CC(=O)Nc1nc2ccccc2s1)S(=O)(=O)c1ccc(Cl)cc1	138	-19%	48	7	36	14%	-7	138	-12
C=CCOc1c(Br)cc(C2NC(=O)NC(C)=C2C(C)=O)cc1OCC (stereo not given)	179	-18%	87	7	85	11%	-7	179	-2
O=S(=O)(NCc1ccccc1)c1ccc(S(=O)(=O)N(Cc2ccccn2)Cc2ccco2)cc1	143	5%	51	7	67	18%	-7	143	16
Cc1nc(SCC(=O)Nc2ccnc3ccccc23)n[nH]1	57	-14%	80	7	81	-13%	-7	57	1
COc1ccc(N2C(=O)CC(N3CCC(O)(c4ccc(Br)cc4)CC3)C2=O)cc1 (stereo not given)	152	-9%	90	0	100	-22%	0	152	10
Cc1ccccc1OCc1nnc(SCC(=O)Nc2ccc3c(c2)OCO3)n1C	108	-6%	80	10	70	11%	-10	108	-11
NC(=O)Cn1c(=O)n(Cc2ccco2)c(=O)c2c3c(sc21)CCCCC3	141	32%	74	-1	72	0%	1	141	-2

# Rewritten with values under each structure: entries from further up
# Values run as follows: NFkB transloc inh cell count 2 µM, Bcl-B TR3 displacers, MRP reversal with doxorubicin, NFkB transloc inh, MRP reversal cytotoxicity, PLAP inhibition, IL1B NFkB pot, IL1B NFkB pot cell count 2 µM, MRP reversal
C=CCN(CC=C)CC(O)Cn1c2ccccc2c2ccccc21 (stereo not given)
→ 183, 0%, x, -7, x, -34%, 7, 183, x
Cc1ccc(-c2nn(CC(=O)N(C)C)c(=O)c3ccccc23)cc1S(=O)(=O)N(C)C
→ 169, -16%, 82, 6, 70, -78%, -6, 169, -12
CC(C)Cc1ccc(C(C)C(=O)N2CCOCC2)cc1 (stereo not given)
→ 142, -3%, 81, 5, 95, -2%, -5, 142, 15
COc1ccc(S(=O)(=O)N2CC(C)N(S(=O)(=O)c3ccc(OC)cc3)CC2C)cc1 (stereo not given)
→ x, 0%, 98, x, 96, 14%, x, x, -2
CCO/C(C)=N/n1c2nc3ccccc3nc2c2c(=O)n(Cc3ccccc3Cl)c(C)nc21
→ 113, -218%, 72, -6, 73, -60%, 6, 113, 1
Cc1ccccc1N1C(=O)[C@@H]2Cc3ccccc3CN2C1=O
→ 115, -8%, 87, -33, 89, 6%, 33, 115, 2
COc1ccccc1CC1(C)NC(=O)N(CC(=O)N2CC(C)OC(C)C2)C1=O (stereo not given)
→ 103, 2%, 101, -3, 104, -36%, 3, 103, 3
CN(CC(=O)Nc1nc2ccccc2s1)S(=O)(=O)c1ccc(Cl)cc1
→ 138, -19%, 48, 7, 36, 14%, -7, 138, -12
C=CCOc1c(Br)cc(C2NC(=O)NC(C)=C2C(C)=O)cc1OCC (stereo not given)
→ 179, -18%, 87, 7, 85, 11%, -7, 179, -2
O=S(=O)(NCc1ccccc1)c1ccc(S(=O)(=O)N(Cc2ccccn2)Cc2ccco2)cc1
→ 143, 5%, 51, 7, 67, 18%, -7, 143, 16
Cc1nc(SCC(=O)Nc2ccnc3ccccc23)n[nH]1
→ 57, -14%, 80, 7, 81, -13%, -7, 57, 1
COc1ccc(N2C(=O)CC(N3CCC(O)(c4ccc(Br)cc4)CC3)C2=O)cc1 (stereo not given)
→ 152, -9%, 90, 0, 100, -22%, 0, 152, 10
Cc1ccccc1OCc1nnc(SCC(=O)Nc2ccc3c(c2)OCO3)n1C
→ 108, -6%, 80, 10, 70, 11%, -10, 108, -11
NC(=O)Cn1c(=O)n(Cc2ccco2)c(=O)c2c3c(sc21)CCCCC3
→ 141, 32%, 74, -1, 72, 0%, 1, 141, -2

# Following part:
canonical_smiles	NFkB transloc inh cell count 2 µM	Bcl-B TR3 displacers	MRP reversal with doxorubicin	NFkB transloc inh	MRP reversal cytotoxicity	PLAP inhibition	IL1B NFkB pot	IL1B NFkB pot cell count 2 µM	MRP reversal
N/C(=N\OC(=O)c1ccc(F)cc1)c1ccccc1	149	-5%	x	-8	x	23%	8	149	x
O=C(c1cc(-c2ccc(Cl)c(Cl)c2)on1)N1CCN(c2ccccc2)CC1	186	0%	x	-8	x	15%	9	186	x
COC(=O)NNC(=O)c1ccccc1C	164	2%	x	-14	x	4%	14	164	x
COc1ccc(-c2csc(Nc3ccc(S(N)(=O)=O)cc3)n2)cc1	190	-4%	53	-22	46	7%	21	190	-7
Cc1ccc(CNC(=O)C2(C)Oc3ccccc3NC2=O)cc1 (stereo not given)	174	-7%	95	0	96	6%	0	174	1
CCn1nnnc1-c1ccc(OC)c(S(=O)(=O)NCc2ccccc2)c1	109	-4%	80	2	94	10%	-2	109	13
CCOC(=O)n1c(SCC(=O)N(CC)CC)nc2ccccc21	164	-6%	92	-3	97	-10%	3	164	5
CC(=O)Nc1ccc(S(=O)(=O)N2CCc3c(Cl)cccc3C2)cc1	149	5%	92	10	92	16%	-10	149	0
CCOC(=O)c1c(C)c(C(=O)NCCCN2CCCC2=O)c(C)n1CC	179	-4%	80	7	94	2%	-7	179	14
Nc1nnc(SCc2ccc(Cl)cc2)s1	160	x	75	-9	100	x	9	160	25
COc1cccc(-c2cc(C(=O)Nc3cnn(Cc4ccc(F)cc4)c3)no2)c1	93	9%	102	1	112	20%	-1	93	11
O=C(Nc1cccnc1)c1ccc(COc2ccccc2Cl)o1	137	5%	79	10	60	-6%	-10	137	-19
O=C(NC1CCCC1)C(c1ccncc1)N(CC1CCCO1)C(=O)Cn1nnc(-c2cccs2)n1 (stereo not given)	159	-3%	78	12	92	-39%	-12	159	14
CCOC(=O)C(=O)/C(=C\N(C)C)c1onc(-c2c(Cl)cccc2Cl)c1C(=O)OC	135	-4%	x	-13	x	-40%	13	135	x
CCC(=O)Nc1cc(C)c(NC(=O)C23CC4CC(CC(C4)C2)C3)cn1	157	x	101	-2	88	x	2	157	-13
O=C(O)c1cc(N2C(=O)C3CC=CCC3C2=O)ccc1NCc1cccnc1 (stereo not given)	168	18%	x	18	x	-9%	-18	168	x
COc1cc(C2N=C(c3ccccc3)NO2)cc(Br)c1O (stereo not given)	124	5%	69	-8	83	6%	8	124	14
NC(=O)CSc1c[nH]c2ccccc12	142	x	101	-5	89	x	5	142	-11
CSCC[C@@H](C(=O)Nc1ccc2c(c1)OCCO2)N1Cc2ccccc2C1=O	195	-12%	82	-9	95	15%	9	195	13
COC(=O)C(C(=O)OC)C(C[N+](=O)[O-])c1ccc(OC)cc1 (stereo not given)	162	0%	x	7	x	11%	-7	162	x
COC(=O)c1cccc(NC(=S)NCCC2=CCCCC2)c1	118	-2%	x	-17	x	13%	17	118	x
CCOc1ccc(/C(O)=C2/C(=O)C(=O)N(Cc3cccnc3)C2c2ccc(N(C)C)cc2)c(C)c1 (stereo not given)	91	-8%	102	11	107	-34%	-11	91	5
CC(=O)N1CCCc2cc(S(=O)(=O)N(C)CCC#N)ccc21	117	12%	x	-12	x	-4%	12	117	x
CCn1c(SCC(=O)c2ccc(NS(=O)(=O)c3ccccc3)cc2)nnc1-c1cccs1	130	1%	75	-42	73	0%	u	x	-2
Cn1cc(SCC(=O)Nc2nccs2)c2ccccc21	192	0%	87	-2	96	19%	2	192	9
COCCNC(=O)c1ccc(CS(=O)(=O)c2ccc(C)cc2)o1	189	11%	102	2	94	-19%	-2	189	-7
CN(C)c1ccc(C2C3C(=O)NC(=O)C3ON2c2ccc(Cl)cc2)cc1 (stereo not given)	164	-4%	74	4	100	-39%	-4	164	25
Cc1cccc(CSc2nc3c(cc2C#N)CCC3)c1	176	x	79	-3	87	x	3	176	8
COc1cc2c(cc1OC)C(c1cccs1)N(C(=O)C(C)C)CC2 (stereo not given)	155	-4%	78	1	52	-11%	-1	155	-26
CC(C)Sc1nc2c(cnn2-c2ccccc2)c(=O)[nH]1	x	-1%	76	x	86	5%	x	x	11
CC(C)(C)C(=O)NC(=S)Nc1cc(C(=O)O)ccc1Cl	134	-3%	x	-9	x	-8%	9	134	x
C=CCc1cccc(/C=N/c2nc3ccccc3n2CC)c1O	x	2%	x	x	x	8%	x	x	x
CC(C)=CCC/C(C)=C/CN(CC(C)O)CC(C)O (stereo not given)	129	-6%	x	-9	x	-49%	9	129	x
Cc1cc(C)n(-c2nncn2/N=C/c2ccccc2F)n1	100	-5%	82	3	99	3%	-3	100	17
Cc1ccc2c(c1)cc(C)c1nnc(SCC(=O)NCc3ccco3)n12	148	15%	83	-2	76	-62%	2	148	-7
Cc1ccc(-c2cc(C(=O)NCc3ccco3)no2)cc1	114	-1%	94	-13	94	0%	13	114	-1
CCCC(c1nnnn1Cc1ccccc1)N1CCC(C(N)=O)CC1 (stereo not given)	163	7%	96	-24	95	6%	24	163	-1
CCOC(=O)c1c[nH]c2c3c(ccc2c1=O)CCCC3	136	-24%	95	6	85	-3%	-6	136	-10
C/C(N)=C(/C#N)C(=O)CSc1nnnn1-c1ccc(C)cc1C	165	-9%	83	14	88	-57%	-14	165	5
O=C(CSc1ccc(Cl)cc1)c1ccco1	144	25µM*	77	-15	91	-5%	15	144	14
Cc1ccc(C(=O)Nc2ccccc2-c2ccccc2)cc1S(=O)(=O)Nc1cccc(C)c1C	114	7%	x	-4	x	-32%	4	114	x
O=C1C=C(O)CC(c2ccco2)C1 (stereo not given)	183	x	91	-12	93	x	12	183	1
O=C(NCCc1ccccn1)c1ccc(S(=O)(=O)N2CCCCCC2)cc1	139	2%	69	2	88	9%	-2	139	19
Cn1nnnc1SCC(=O)N1CCCc2ccccc21	132	x	88	-29	56	x	29	132	-32
CC(=O)C1=C(C)NC(SCC(N)=O)=C(C#N)C1c1sccc1C (stereo not given)	143	-4%	84	-12	96	-6%	12	143	12
CCn1c(C)cc2c(c1=O)C(c1ccccc1)C(C(=O)OC)=C(N)O2 (stereo not given)	119	-7%	x	2	x	-9%	-2	119	x
